PAFAH1B3 inh – PAFAH1B3 (human) inhibition. Q15102. 0.28% of 340,000 active. inhibition, % at 3.39 µM. recombinant PAFAH1B3, FP-rhodamine probe, fluorescence polarization. AID 492972;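 active = inhibition above the screen-wide average of all tested compounds plus 3 SD, cut at about 25% in these data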;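 note: 0% = enzyme with DMSO only and 100% = wells lacking PAFAH1B3 protein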
GSTO1 counter – blocks human GSTO1 in RBBP9 counter-screen. P78417. recombinant GSTO1, activity-based probe fluorescence polarization. inhibition, % at 5.96 µM. 1.1% of 300,000 active. AID 1974;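 active = inhibition above the campaign mean inhibition plus 3 SD, cut at about 35% in these data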;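 note: 0% = GSTO1-1 with DMSO and 100% = wells lacking GSTO1-1 enzyme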
PAD4 FP inh – inhibitors of human PAD4 | 0.41% of 330,000 active | inhibition, % at 6.36 µM | recombinant PAD4, RCA probe fluorescence polarization;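 active = percent inhibition above a cutoff equal to the mean of all tested compounds plus 3 SD, cut at about 15% in these data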;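 note: 0% = PAD4 with RCA probe and DMSO and 100% = probe without PAD4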
PME-1 inh – blocks human protein phosphatase methylesterase 1 | Q9Y570 | recombinant PME-1, FP-Rh probe fluorescence polarization | inhibition, % at 5.9 µM | 0.53% of 320,000 active;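 active = inhibition above the campaign mean of all compounds plus 3 SD, cut at about 26% in these data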;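 note: competitive labeling of PME-1 active site by serine hydrolase directed probe; 0% = PME-1 with DMSO and 100% = wells lacking PME-1 enzyme; inhibitors block probe labeling so polarization falls and inhibition rises; many of its hits are not listed in these tables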
pPAFAH FP inh – pPAFAH (human) enzyme inhibition. 1.5% of 330,000 active. inhibition, % at 3.39 µM. recombinant pPAFAH, FP-rhodamine probe fluorescence polarization. Q13093. AID 463082;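 active = inhibition above the mean inhibition across the screen plus 3 SD, cut at about 25% in these data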;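 note: inhibitors block binding of the rhodamine activity-based probe so polarization drops; 0% = enzyme with DMSO and 100% = wells lacking pPAFAH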
Target sequence (Q13093 whole entry, looked up): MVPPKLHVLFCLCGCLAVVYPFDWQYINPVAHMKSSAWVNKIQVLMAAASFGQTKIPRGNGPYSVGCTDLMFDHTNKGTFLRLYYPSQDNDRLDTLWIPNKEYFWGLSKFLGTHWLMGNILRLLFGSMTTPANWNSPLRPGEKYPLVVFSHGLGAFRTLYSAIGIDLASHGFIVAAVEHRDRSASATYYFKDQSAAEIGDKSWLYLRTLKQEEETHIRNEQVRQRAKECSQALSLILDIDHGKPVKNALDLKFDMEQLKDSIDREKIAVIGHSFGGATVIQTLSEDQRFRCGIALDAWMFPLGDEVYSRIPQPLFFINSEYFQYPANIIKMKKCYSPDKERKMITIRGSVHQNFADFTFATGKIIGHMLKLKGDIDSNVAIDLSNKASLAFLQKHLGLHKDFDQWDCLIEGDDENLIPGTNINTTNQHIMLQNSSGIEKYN
LYPLA2 counter – LYPLA2 (human) inhibition in PME1 counter-screen | O95372 | recombinant LYPLA2, FP-Rh probe fluorescence polarization | inhibition, % at 5.9 µM | 0.38% of 320,000 active;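 active = inhibition above the screen-wide mean plus 3 SD, limit set per campaign, cut at about 26% in these data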;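 note: 0% = LYPLA2 with DMSO and 100% = wells lacking LYPLA2 enzyme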
LYPLA1 counter – LYPLA1 (human) inhibition in PME1 counter-screen. inhibition, % at 5.9 µM. O75608. 0.16% of 320,000 active. recombinant LYPLA1, FP-Rh probe fluorescence polarization;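 active = inhibition above the mean of all tested compounds plus 3 SD, set per campaign, cut at about 14% in these data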;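 note: inhibitors block serine hydrolase probe labeling of LYPLA1 so polarization falls; 0% = enzyme with DMSO and 100% = wells lacking LYPLA1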
Target sequence (O75608 whole entry, looked up): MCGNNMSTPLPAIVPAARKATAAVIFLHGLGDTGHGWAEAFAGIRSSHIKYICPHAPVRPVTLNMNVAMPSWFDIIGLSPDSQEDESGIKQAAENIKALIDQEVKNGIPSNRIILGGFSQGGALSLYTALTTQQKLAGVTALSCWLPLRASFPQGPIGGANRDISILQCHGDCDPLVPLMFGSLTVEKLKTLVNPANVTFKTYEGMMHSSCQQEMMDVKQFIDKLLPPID
PAFAH1B2 FP inh – blocks human PAF acetylhydrolase 1b catalytic subunit 2. recombinant PAFAH1B2, FP-rhodamine activity probe, fluorescence polarization. inhibition, % at 3.39 µM. P68402. 1.2% of 340,000 active;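 active = inhibition above the mean of all tested compounds plus 3 SD, cut at about 24% in these data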;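 note: 0% = enzyme with DMSO and 100% = wells lacking PAFAH1B2; many of its hits are not listed in these tables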
Target sequence (P68402 whole entry, looked up): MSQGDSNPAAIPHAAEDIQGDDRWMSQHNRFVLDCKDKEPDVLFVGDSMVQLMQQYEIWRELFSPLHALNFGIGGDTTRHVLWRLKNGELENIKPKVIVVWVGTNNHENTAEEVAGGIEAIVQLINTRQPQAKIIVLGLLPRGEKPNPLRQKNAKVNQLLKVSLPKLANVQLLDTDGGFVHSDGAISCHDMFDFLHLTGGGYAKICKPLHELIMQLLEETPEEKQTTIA
PAFAH2 inh – inhibitors of human PAFAH2; inhibition, % at 3.39 µM; recombinant PAFAH2, FP-rhodamine activity probe, fluorescence polarization; Q99487; 0.99% of 340,000 active; AID 492956;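 active = inhibition above the mean over all tested compounds plus 3 SD, cut at about 30% in these data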;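 note: inhibitors block probe labeling of enzyme so polarization drops; 0% = enzyme with DMSO and 100% = wells lacking PAFAH2 protein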
* marks the source's active call; other numbers are inactive results; / = not tested or not shown. A portion of the library; the hit share may differ from the screen's.

SMILES	PAFAH1B3 inh	GSTO1 counter	PAD4 FP inh	PME-1 inh	pPAFAH FP inh	LYPLA2 counter	LYPLA1 counter	PAFAH1B2 FP inh	PAFAH2 inh
CCOc1ccc(C2C(C#N)=C(N)N3C(=C2C#N)Sc2ccccc23)cc1 (configuration not stated)	2	2	2	4	6	1	-1	-5	1
COc1ccccc1CNCC(=O)Nc1ccc(C(F)(F)F)cc1	0	-3	3	1	-2	-4	0	4	-4
CCN(CC(=O)Nc1ccc(NC(C)=O)cc1)C(=O)CCCOc1ccc(C(C)(C)C)cc1	4	-6	3	0	19	4	-2	9	-2
CCCCn1c(CNC(=O)C23CC4CC(CC(C4)C2)C3)nnc1SC(C)CC (configuration not stated)	-13	-2	0	7	4	-1	-2	2	-1
Cc1[nH]nc2nc(SCC(=O)NCCC3=CCCCC3)n(-c3ccc(Br)cc3)c(=N)c12	2	-6	-7	-8	2	-9	-3	1	-2
N#Cc1cccc(NC(=O)CSc2cccc[n+]2[O-])c1	10	/	1	/	4	/	/	5	5
O=C(CSc1ccc(-c2ccc(F)cc2)nn1)N1CCOCC1	1	-1	4	1	3	5	6	-1	-2
O=C(O)c1cc(N/N=C/c2ccc(N3CCOCC3)s2)ccc1Cl	9	39*	-3	-3	74*	5	3	1	16
CCN(CC)CCN(CC(=O)N(C1CCCCC1)C1CCCCC1)C(=O)c1cccnc1	2	6	-11	3	-1	-1	0	-2	4
CC[C@]1(C(=O)OC)[C@H]2C(=O)N(Cc3ccccc3)C(=O)[C@H]2[C@H]2CN=C(SCc3ccc(C)cc3)N21	4	/	-4	/	4	/	/	8	2
Cc1cc(CNC(=O)COC(=O)c2ccc(Cl)c(N)c2)cc(C)c1O	7	-6	-1	-5	2	4	1	8	4
CC1=CC(C)(C)N2C(=O)C3(NCCc4c3[nH]c3ccccc43)c3cc(C)cc1c32 (configuration not stated)	-5	15	0	0	3	-2	-4	-1	-9
O=C1Nc2ccc([N+](=O)[O-])cc2OC1CCN1CCN(c2ccccc2)CC1 (configuration not stated)	6	-2	-2	1	2	11	-1	-2	5
O=C(c1ccncc1)N1CCN(c2ccc3ccccc3n2)CC1	0	4	2	-5	6	2	0	0	4
O=C(O)CN1C(=O)C2C3CC(C2C1=O)C1C(c2ccccc2)c2sc(=O)[nH]c2SC31 (configuration not stated)	5	0	1	3	2	3	3	72*	-8
O=C(O)c1ccc(O)c(O)c1	7	14	-1	0	5	7	1	3	-7
[O-]/C(=C(\C(=S)NCCN1CCOCC1)[n+]1ccccc1)c1ccc(Cl)s1	-4	-1	-2	5	11	9	-1	-4	-12
Clc1ccc(-c2nc3ncccn3c2Nc2ccc3c(c2)OCCO3)cc1	5	5	0	2	5	8	4	4	-6
CC(Sc1nc(-c2ccccc2)nc2c1COC(C)(C)C2)C(=O)N1CCOCC1 (configuration not stated)	-1	-10	-2	3	4	5	0	0	1
CCOC(=O)c1c(C)[nH]c(C(=O)N2CCN(CC)CC2)c1C	4	3	-4	0	3	-3	-2	-3	-1
N#CC(C#N)=c1ccc2c(c1)N1C(c3ccccc3)=CC(c3ccccc3)C3CCCCC31N=2 (configuration not stated)	4	14	-7	-8	-6	0	-1	1	1
COc1cccc(NC(=O)CNC(=O)N2CC(=O)Nc3ccccc32)c1	2	1	3	-2	1	4	1	5	-7
Cc1cccc(C(=O)N[C@H](C(=O)NCc2cccs2)C(C)C)c1	12	/	-5	/	5	/	/	0	-1
CCCCn1c(SCC(=O)NC2CCS(=O)(=O)C2)nc2ccccc2c1=O (configuration not stated)	7	2	0	0	5	2	1	4	6
Cc1cc(C)n2nc(-c3cnn(C)c3C(F)(F)F)c(Cl)c2n1	3	1	1	-3	8	3	0	2	2

Next compounds.
SMILES	PAFAH1B3 inh	GSTO1 counter	PAD4 FP inh	PME-1 inh	pPAFAH FP inh	LYPLA2 counter	LYPLA1 counter	PAFAH1B2 FP inh	PAFAH2 inh
CC(OC(=O)c1cc(=O)c2ccccc2o1)C(=O)Nc1ccc(N(C)C)cc1 (configuration not stated)	-5	/	-6	-1	0	1	2	-2	-9
O=C(CN1CCOCC1)Nc1cccc(Br)c1	6	1	4	5	-1	8	-1	3	-3
Cn1c(=O)[nH]c(=O)c2c1nc(CN1CCOCC1)n2CCc1ccccc1	10	-5	-3	-5	5	1	2	-3	-4
O=C(NCc1ccc(F)cc1)C1CCCN1C(=O)Nc1cccc(F)c1 (configuration not stated)	2	6	-3	-4	1	-6	-3	0	6
COCCn1nnnc1C(C(C)C)N1CCSCC1 (configuration not stated)	6	-3	-1	2	2	3	-3	6	3
COc1cccc(NC(=O)c2cc(-c3ccc(C)o3)nc3ccccc23)c1	-2	-5	-3	-8	8	-9	-5	-6	-3
CCCCOC(=O)C1CN(c2ccccc2)N=C1C(C)=O (configuration not stated)	2	7	2	-3	-5	-5	-2	2	2
C=CCN(CC=C)C(=O)C(=O)c1cc(C)n(-c2ccc([N+](=O)[O-])cc2)c1C	5	-1	-8	-4	1	-8	-2	1	-4
CS(=O)(=O)c1ccc2nc(NC(=O)CCS(=O)(=O)c3ccccc3)sc2c1	12	-13	-3	-8	3	2	2	7	1
N#C/C(=C\c1cccnc1)C(=O)Nc1ccccc1	10	-1	1	-5	1	-1	1	3	-1
CCN(CC)S(=O)(=O)c1ccc(N2CCOCC2)c(NC(=O)c2[nH]c(C)c(C(C)=O)c2C)c1	4	/	-9	/	12	/	/	4	17
CCN(CC)S(=O)(=O)c1cc(NC(=O)C(C)N2CCN(c3ccccn3)CC2)ccc1C (configuration not stated)	6	12	-1	29*	-1	1	1	2	5
COc1ccc(Cn2nnnc2C(c2cccs2)N2CCOCC2)cc1 (configuration not stated)	3	-6	3	4	4	1	-1	3	4
Cc1c(C(=O)O)sc2nc(/C=C/c3cccc(O)c3)[nH]c(=O)c12	17	-15	-1	-9	8	0	5	13	4
Nc1ccc(S(=O)(=O)NC(=O)c2ccccc2)cc1	4	6	-3	-3	3	4	-3	1	-5
O=[N+]([O-])c1cc(S(=O)(=O)/N=C(/c2ccccc2)N2CCOCC2)ccc1Cl	9	23	-3	1	0	2	5	3	8
O=C(O)c1ccc(CSc2nc3ccccc3[nH]2)cc1	5	2	-4	-6	-1	1	-1	1	1
CC1CCN(c2nnc(N3CCC(C)CC3)c3ccccc23)CC1	-2	1	2	-4	-2	-3	4	5	-3
O=[N+]([O-])c1ccccc1C1Nc2cccc3cccc(c23)N1	14	49*	-8	6	18	-1	0	-3	13
COc1ccc(CNC(=O)CN(C)S(=O)(=O)c2ccc(Cl)cc2)cc1	8	0	-3	-1	3	4	2	7	3
Cc1ccc(N2CC(C(=O)Nc3nnc(SCC(=O)Nc4cc(C)on4)s3)CC2=O)cc1 (configuration not stated)	-3	-2	-4	4	4	-4	-8	-12	-17
O=C(O)c1cc2nc(C3CC3)cc(C(F)(F)F)n2n1	1	1	-1	1	-2	-2	4	8	-5
COc1cc([N+](=O)[O-])ccc1NC(=O)COC(=O)C1=NN(c2ccccc2)C(=O)CC1	0	/	1	/	7	/	/	2	2
CC(CN1CCOCC1)OC(=O)/C=C/c1ccccc1 (configuration not stated)	4	-12	3	5	3	5	2	4	6
Cc1ccn2c(=O)nc(SCC(=O)N3N=C(c4cccs4)CC3c3ccc(F)cc3)nc2c1 (configuration not stated)	6	-4	0	-3	7	-3	0	-5	10

Overlap with the part before: four entries; new compounds follow.
SMILES	PAFAH1B3 inh	GSTO1 counter	PAD4 FP inh	PME-1 inh	pPAFAH FP inh	LYPLA2 counter	LYPLA1 counter	PAFAH1B2 FP inh	PAFAH2 inh
O=C(O)c1cc2nc(C3CC3)cc(C(F)(F)F)n2n1	1	1	-1	1	-2	-2	4	8	-5
COc1cc([N+](=O)[O-])ccc1NC(=O)COC(=O)C1=NN(c2ccccc2)C(=O)CC1	0	/	1	/	7	/	/	2	2
CC(CN1CCOCC1)OC(=O)/C=C/c1ccccc1 (configuration not stated)	4	-12	3	5	3	5	2	4	6
Cc1ccn2c(=O)nc(SCC(=O)N3N=C(c4cccs4)CC3c3ccc(F)cc3)nc2c1 (configuration not stated)	6	-4	0	-3	7	-3	0	-5	10
NC1=NC2(CCCCC2)N(c2ccc(F)cc2)C(N)=N1	-4	4	0	0	0	5	1	2	-8
Cc1ccc(NC(=O)CSc2nncc3ccccc23)cc1	2	7	16*	-9	-2	-1	-3	1	-5
O=C(c1ccco1)N1N=C(c2ccc(Br)cc2)CC1(O)C(F)(F)F (configuration not stated)	8	-17	-5	5	13	4	-4	1	0
O=C(Nc1ccc(N=Nc2ccccc2)cc1)c1ccccc1Cl	6	-8	4	4	0	-2	-3	3	-12
CC1CCN(c2c(NCC3CCC(C(=O)NCCCc4ccccc4)CC3)c(=O)c2=O)CC1 (configuration not stated)	/	0	-1	5	3	5	8	/	/
O=C(NC1CCN(C(=O)Nc2cccc(F)c2)CC1)c1ccco1	4	-1	-10	-7	-8	3	3	1	2
Cc1nnc(NC(=O)CCSc2ccccc2)s1	13	2	-6	8	-1	8	2	27*	0
CCOc1ccccc1OCC(=O)NN1Cc2ccccc2C1=N	2	3	5	1	1	6	3	2	1
COc1ccc(CCNC(=O)COc2cc(C)cc3oc(=O)cc(C)c23)cc1	6	1	-2	3	5	-5	-2	4	-5
CN(CCO)S(=O)(=O)c1ccc2c(c1)C(=NNC(N)=O)c1cc(S(=O)(=O)N(C)CCO)ccc1-2	2	1	-1	4	2	-1	-4	0	-47
CC(C)N(Cc1nc(-c2ccc(Cl)cc2)no1)C(=O)C12CC3CC(CC(C3)C1)C2	6	2	0	-1	-4	1	-1	1	-1
O=C(CN1C(=O)NC(Cc2ccccc2)C1=O)Nc1ccc(OC(F)F)cc1 (configuration not stated)	2	-2	0	-3	4	6	0	-2	-5
COc1cccc(CN2CCCCC2C(=O)O)c1 (configuration not stated)	10	6	0	-4	1	3	0	2	10
Cc1ccccc1NC(=O)CSc1ccc(-c2ccc(-n3cccn3)cc2)nn1	2	-7	-4	-3	1	0	1	-2	-8
O=C(CN1CCC(O)(c2cccc(F)c2)CC1)NCCc1c[nH]c2ccccc12	-2	0	0	10	-2	-3	3	-1	6
CCOCC(=O)Nc1cc(C(F)(F)F)ccc1Oc1cccc(Br)c1	-4	-5	6	-3	13	1	-9	-3	9
COc1ccccc1NNC(=O)C(O)(c1ccccc1)c1ccccc1	5	10	0	-1	4	8	3	3	8
CCOc1ccc(N(C)S(=O)(=O)c2csc(C(N)=O)c2)cc1	6	-1	-3	-1	3	-4	-4	6	-1
CCOc1cc(/C=N/NC(=O)N/N=C/c2ccc(O)c(OCC)c2)ccc1O	/	7	2	-1	2	-3	6	/	/
Cc1ccc2nc(N(CCN3CCOCC3)C(=O)CCS(=O)(=O)c3ccccc3)sc2c1	9	2	-1	3	3	2	1	3	-5
COc1cc([N+](=O)[O-])ccc1NC(=O)CCCOc1cc(C)ccc1C	6	0	-4	2	5	8	0	2	0
Cc1csc(SCC(=O)Nc2ccccc2)n1	-2	1	-5	-4	-5	2	0	2	3
Cn1ncc(Cl)c1C(=O)N1CCN(c2ccccc2)CC1	5	-2	2	-2	1	8	2	4	2
Cc1nc(C)c(C(=O)Nc2ccccc2)s1	1	8	-1	3	1	5	-1	1	1
Cc1ccccc1NC(=O)NNC(=O)CCc1ccccc1	6	-3	-7	3	4	-2	1	4	9
N/C(CC(=O)Nc1cc(C(F)(F)F)ccc1Cl)=N\O	8	-2	-5	-7	4	7	-1	1	0
